Source: PubChem
GPR35 arrestin U2OS – GPR35 antagonists blocking zaprinast-driven arrestin recruitment, primary screen, imaging, U2OS, beta-arrestin-GFP, zaprinast agonist (AID 2058); inhibition, % at 10 µM; hits with a dose series show IC50 in µM; U2OS GPR35 beta-arrestin-GFP translocation imaging, zaprinast antagonism; higher % means a stronger effect; hit rate 0.052% among 290,000;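 active = inhibition of at least 50% with at least 30 cells and total cytoplasm GFP at most 10,000,000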
West Nile antiviral – West Nile virus antiviral activity, cell-based, CPE readout (AID 1621); West Nile virus-infected cells, CPE inhibition; higher % means a stronger effect; CPE inhibition, % at 10 µM; hits with a dose series show IC50 in µM; hit rate 0.02% among 290,000; in the data active = a potency from the dose series; note: strong numbers were not always called active
KOR beta-arrestin-1 – KOR antagonists, beta-arrestin recruitment, cell-based, luminescence, uHTS (AID 1778) | one-dose inhibition, % at 10 µM; IC50 in µM for titrated hits | hit rate 0.091% among 290,000 | KOR beta-arrestin recruitment, luminescence, antagonist mode; higher % means a stronger effect; in the data active = inhibition above about 50%; note: strong numbers were not always called active
NTR1 ag – NTR1-driven beta-arrestin-GFP spot formation – imaging, U2OS cells, high content, primary screen (AID 493036); P30989; activation, % at 20 µM; hit rate 0.17% among 330,000; agonist mode;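 active = activation at or above 40% of the spot to cytoplasm intensity ratio, with at least 20 cells analyzed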;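 note: 0% = DMSO without peptide and 100% = 100 nM NTR1 peptide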
Target sequence (P30989 whole entry, looked up): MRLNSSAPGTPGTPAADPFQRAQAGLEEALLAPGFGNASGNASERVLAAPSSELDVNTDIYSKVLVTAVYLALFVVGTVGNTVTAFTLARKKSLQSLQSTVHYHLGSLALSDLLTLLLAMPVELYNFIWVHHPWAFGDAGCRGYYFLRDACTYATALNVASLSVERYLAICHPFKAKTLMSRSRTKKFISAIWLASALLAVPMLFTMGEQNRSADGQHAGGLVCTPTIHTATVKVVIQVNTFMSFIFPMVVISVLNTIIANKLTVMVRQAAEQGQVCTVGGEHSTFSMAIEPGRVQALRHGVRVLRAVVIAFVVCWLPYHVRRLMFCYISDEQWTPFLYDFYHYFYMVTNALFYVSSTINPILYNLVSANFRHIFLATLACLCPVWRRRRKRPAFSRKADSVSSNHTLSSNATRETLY
T cell HTS – modulates CD8 T cell binding to vesicles; 2C CD8+ T cell-vesicle binding, flow cytometry; hits give low values; calls only at 7 µM; hit rate 0.068% among 330,000; AID 2052;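 active = response, share of CD8 T cells binding vesicles, and their 90th percentile fluorescence all below set limits, cut at about 80% in these data, passing the limit was not always enough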
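System: murine 2C transgenic CD8+ T lymphocytes; also added: QL9-loaded Drosophila micro-vesicles; times: binding 1.5 h at 37 °C; measured by: flow cytometry, PE anti-B7-1 (FL2) versus Alexa647 anti-CD8 (FL8), PFA-fixed; control set: Peptide-free naked vesicles (low) and QL9 vesicles with 0.7% DMSO vehicle (high)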
GPR55 beta-arrestin – selective activators of receptor GPR55 – imaging, U2OS cells, beta-arrestin-GFP redistribution, primary screen (AID 1961) | U2OS GPR55 beta-arrestin-GFP redistribution imaging; higher % means a stronger effect | activation, % at 10 µM, or EC50 in µM where a hit was titrated | hit rate 0.048% among 290,000;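 active = activation above 40% with more than 50 cells counted in the well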;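 note: U2OS osteosarcoma cells stably expressing GPR55 and beta-arrestin-GFP; plate controls were DMSO negative control for no effect and LPI positive control for full effect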
KOR beta-arrestin-2 – KOR agonists, beta-arrestin recruitment, primary screen, cell-based, luminescence, uHTS (AID 1777); KOR beta-arrestin recruitment, luminescence; higher % means a stronger effect; hit rate 0.02% among 280,000; one-dose activation, % at 10 µM; EC50 in µM for titrated hits; in the data active = activation above about 50%, passing the limit was not always enough; note: a part of the inactive calls stands beside numbers as strong as those of hits
PhoP inhibition – PhoP-dependent GFP reporter repression – Salmonella Typhimurium, primary screen (AID 1863). one-dose inhibition, % at 50 µM; IC50 in µM for titrated hits. hit rate 0.16% among 300,000. S. Typhimurium PhoP-regulated promoter GFP reporter, 4 h; higher % means a stronger effect;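 active = inhibition over 29.93%, a cutoff 3 SD above the screen mean, later confirmed by dose response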;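 note: 0% = low Mg2+ inducing control and 100% = high Mg2+ repressing control; strong numbers were not always called active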
GPR55 antagonists – inhibition of LPI-stimulated GPR55 beta-arrestin translocation – imaging, U2OS, beta-arrestin-GFP, LPI agonist, primary screen (AID 2013). U2OS GPR55 beta-arrestin-GFP translocation imaging, LPI antagonism; higher % means a stronger effect. inhibition, % at 10 µM, or IC50 in µM where a hit was titrated. hit rate 0.13% among 290,000;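 active = spots per cell inhibited over 60%, with over 100 cells counted and total cytoplasm intensity under 500,000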;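 note: U2OS cells stably carrying GPR55 and arrestin-GFP stimulated by 5 µM LPI near EC80; imaged beta-arrestin-GFP aggregate spots per cell after agonist stimulation; plate controls were LPI-stimulated DMSO wells for no effect and DMSO wells without LPI for full effect; some results filed as inactive read as strong as hits; confirmed hits need IC50 under 10 µM and bright autofluorescent wells are also inconclusive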
T cell HTS vesicle-bound % – recorded beside T cell HTS, whose call it bears; double positive events, %; measured here: CD8+ vesicle-bound cell fraction;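 binding gate set so that unloaded-vesicle control wells show 10% double positive cells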
NTR1 ag cell count 20 µM – second read-out of NTR1 ag, no call of its own (marks repeat the call); cell count; measured here: cell count, cytotoxicity flag
* hit, by the source's call; i = inactive; nt = not tested or not shown; [ ] = dose if it differs, or a comment.

SMILES | GPR35 arrestin U2OS | West Nile antiviral | KOR beta-arrestin-1 | NTR1 ag | NTR1 ag cell count 20 µM | T cell HTS | T cell HTS vesicle-bound % | GPR55 beta-arrestin | KOR beta-arrestin-2 | PhoP inhibition | GPR55 antagonists
CCOc1ccc(NC(=S)NC(=O)c2c(Cl)cnn2CC)c([N+](=O)[O-])c1 | 2% | -1.8% | 14% | 6.1 | 42 | i | 53 | -0.2% | -3.1% | 15% | -2%
CCOC(=O)c1nnn(-c2nc(N3CCCC3)nc(N3CCCC3)n2)c1-c1ccccc1 | 6% | nt | -8% | 12 | 59 | i | 36 | -0.3% | 0.3% | -4% | 6%
COc1ccc(NC(=O)CS(=O)c2ccc(Br)cc2)cc1 (stereo unspecified) | -3% | -0.9% | 7% | 0.7 | 53 | i | 23 | -0.1% | 3.4% | -1% | 8%
CCCCC(=O)Nc1nc(C)c(-c2csc(Nc3cc(OC)ccc3OC)n2)s1 | -14% | 0.2% | -53% | 14 | 90 | i | 35 | 0.3% | 7.0% | -3% | 23%
Clc1ccc(-c2nn3c(C4COc5ccccc5O4)nnc3s2)cc1 (stereo unspecified) | 4% | -0.6% | -10% | 1.2 | 91 | i | 22 | -0.2% | -4.3% | -7% | -9%
C=CCN1C(c2ccccc2)=CS/C1=C(/C#N)c1nnc(N2CCOCC2)n1-c1ccccc1 | -2% | -1.4% | -35% | 1.1 | 84 | i | 36 | -0.3% | 20% | -3% | 6%
Cc1noc(C)c1COC(=O)COc1cccc2c1OC(C)(C)C2 | -10% | 0.1% | 22% | 1.9 | 46 | i | 45 | 0.6% | 7.2% | 1% | 7%
O=C(c1ccc(OCC2CCCO2)cc1)N1CCc2ccccc2C1 (stereo unspecified) | -7% | -1.2% | -20% | -1.1 | 55 | i | 38 | -0.2% | -3.6% | -9% | 7%
CSc1ccc(-c2nc(CN(C)C3CCOC3)c(C)o2)cc1 (stereo unspecified) | 5% | -0.4% | -11% | 0.7 | 60 | i | 43 | 0.2% | 1.6% | 4% | 4%
CCC(C)C(=O)Nc1ccc([N+](=O)[O-])cc1OC (stereo unspecified) | 0% | 0.4% | 9% | 0.2 | 86 | i | 31 | -0.1% | -5.0% | -8% | -5%
C=CCn1c(-c2cc(OC)cc(OC)c2)n[nH]c1=S | -5% | -0.1% | 20% | -0.1 | 54 | i | 61 | -0.3% | -2.2% | 6% | -9%
CCOC(=O)N1CCC(C(=O)NNC(=O)c2ccc(Cl)cc2Cl)CC1 | 6% | 1.3% | -1% | -0.6 | 73 | i | 28 | -0.1% | 1.8% | -5% | 4%
S=C(NC1CCCCC1)N1CCN(c2ccccn2)CC1 | 4% | -1.4% | -6% | -0.4 | 100 | i | 41 | 0.0% | -1.5% | 1% | 13%
Cc1nc(C(=O)NNC(=O)c2ccc(C(F)(F)F)cc2)cs1 | -9% | -0.1% | 22% | -1.1 | 52 | i | 32 | -0.2% | 2.0% | 0% | 7%
CC(C)C(=O)Nc1sc2c(c1C#N)CCCCC2 | 8% | -0.1% | -20% | 2.2 | 88 | i | 26 | -0.4% | -2.2% | 1% | -10%
COc1cccc(NC=C2C(=O)OC3(CCCCC3)OC2=O)c1 | 2% | 0.1% | 20% | 3.4 | 84 | i | 17 | -0.2% | 0.9% | -5% | -4%
CC(=O)Nc1cccc(-c2cc(C)c3cc4c(cc3n2)OCO4)c1 | -18% | 0.7% | 21% | 1.0 | 93 | nt | nt | -0.1% | -3.1% | nt | -9%
CCOC(=S)SCC(=O)Nc1nc(-c2ccccc2)cs1 | -8% | -0.5% | -1% | 1.7 | 65 | i | 21 | 0.9% | -1.0% | 30% | -2%
CC(=O)c1cccc(NC(=O)C2CC(=O)N(c3cccc(C)c3C)C2)c1 (stereo unspecified) | -5% | -0.1% | 9% | -1.7 | 99 | i | 27 | -0.1% | -2.1% | 11% | 20%
Cc1cc2nc(C)n(CCCNC(=O)Nc3ccccc3)c2cc1C | -16% | -0.9% | 23% | -0.9 | 77 | i | 13 | -0.1% | -6.6% | 6% | 1%
O=C(C[n+]1ccc(/C=N/O)cc1)N(Cc1ccccc1)Cc1ccccc1 | 4% | -0.2% | 22% | -1.1 | 88 | i | 50 | 0.1% | -5.0% | -2% | 11%
COc1ccccc1-c1c(C)c(C)nc(N)c1C#N | 6% | 0.1% | -39% | -1.9 | 88 | i | 8 | 1.8% | -9.2% | 1% | 6%
O=C(Cn1cc2c(n1)CCCCC2)NC1CCN(Cc2ccccc2)CC1 | 6% | -0.2% | 14% | 0.3 | 71 | i | 54 | 0.3% | -9.0% | 1% | 4%
Cc1ccccc1C(=O)NCCCn1ccnc1 | 4% | 0.3% | -8% | 0.7 | 83 | i | 52 | -0.1% | -1.5% | 2% | 2%
COc1ccc(-n2nc3c(N4CCC(C(=O)NCc5ccco5)CC4)nnc(C)c3c2C)cc1 | 4% | 1.0% | -17% | -0.1 | 70 | i | 25 | 0.0% | 4.8% | -10% | 11%

Record cards, from the list above. Screens in order: GPR35 arrestin U2OS	West Nile antiviral	KOR beta-arrestin-1	NTR1 ag	NTR1 ag cell count 20 µM	T cell HTS	T cell HTS vesicle-bound %	GPR55 beta-arrestin	KOR beta-arrestin-2	PhoP inhibition	GPR55 antagonists
Listed for `CCOC(=O)N1CCC(C(=O)NNC(=O)c2ccc(Cl)cc2Cl)CC1` : 6%	1.3%	-1%	-0.6	73	i	28	-0.1%	1.8%	-5%	4%
Listed for `Cc1noc(C)c1COC(=O)COc1cccc2c1OC(C)(C)C2` : -10%	0.1%	22%	1.9	46	i	45	0.6%	7.2%	1%	7%
Listed for `CSc1ccc(-c2nc(CN(C)C3CCOC3)c(C)o2)cc1` (stereo unspecified) : 5%	-0.4%	-11%	0.7	60	i	43	0.2%	1.6%	4%	4%
Listed for `CCOc1ccc(NC(=S)NC(=O)c2c(Cl)cnn2CC)c([N+](=O)[O-])c1` : 2%	-1.8%	14%	6.1	42	i	53	-0.2%	-3.1%	15%	-2%

(continued)
SMILES | GPR35 arrestin U2OS | West Nile antiviral | KOR beta-arrestin-1 | NTR1 ag | NTR1 ag cell count 20 µM | T cell HTS | T cell HTS vesicle-bound % | GPR55 beta-arrestin | KOR beta-arrestin-2 | PhoP inhibition | GPR55 antagonists
COc1cccc(CNC(=O)Cn2ncc3c(=O)oc4ccccc4c32)c1 | 13% | -0.1% | 15% | -0.1 | 52 | i | 43 | 0.3% | -1.4% | -7% | 11%
CCCN=C1NC(=O)C(CC(=O)NCCc2ccccc2)S1 (stereo unspecified) | 5% | -0.5% | 7% | -1.0 | 73 | i | 49 | 1.2% | 0.0% | 2% | 0%
O=C(Cc1cccs1)N/N=C/C=C/c1ccco1 | -11% | 1.3% | 16% | 0.9 | 41 | i | 45 | 0.4% | -2.6% | 7% | 3%
Cc1cc(C)c(NC(=O)c2cc(S(=O)(=O)N3CCOCC3)ccc2F)c(C)c1 | 21% | -0.7% | 13% | 0.5 | 68 | i | 20 | -0.1% | -1.4% | -1% | 18%
O=C1Nc2c(c(=O)[nH]c(=O)n2-c2ccccc2)C1(Nc1ncccn1)C(F)(F)F (stereo unspecified) | 1% | 0.5% | -9% | -1.1 | 49 | i | 39 | 0.1% | -4.0% | 6% | 4%
COc1cccc(C2CC(c3ccccc3)=NN2S(=O)(=O)c2ccc(C)cc2)c1OC (stereo unspecified) | 17% | -1.5% | -6% | -2.1 | 63 | i | 58 | -0.3% | -4.6% | -17% | 18%
Cc1cc(=O)[nH]c(NN=C(CC(C)C)CC(C)C)n1 | -6% | -0.9% | -22% | nt | nt | i | 23 | -0.2% | 1.5% | 6% | -21%
Cn1c(N)c(C(=O)COC(=O)CCc2c[nH]c3ccccc23)c(=O)n(C)c1=O | -3% | -0.1% | 9% | 1.4 | 72 | i | 51 | 0.6% | -2.9% | 15% | 4%
O=C1c2ccccc2NC(c2cccc(Cl)c2)N1N=C1CCCCCC1 (stereo unspecified) | 10% | -0.5% | -22% | 3.4 | 80 | i | 16 | -0.1% | 3.2% | 7% | -10%
O=C(Nc1ccc(Cl)c(Cl)c1)c1ccc2c(c1)OCO2 | -3% | -1.5% | -22% | 3.9 | 54 | i | 58 | -0.2% | -0.1% | -4% | 4%
O=C(NC1CCC1)C1CCC(=O)N(Cc2ccccc2F)C1 (stereo unspecified) | -18% | 0.5% | -23% | 0.0 | 57 | i | 2 | -0.2% | -0.2% | 3% | -22%
O=C(O)/C=C/c1ccc(S(=O)(=O)Nc2cccnc2)cc1 | 10% | 0.3% | -12% | -0.9 | 61 | i | 59 | -0.1% | 0.3% | -1% | 9%
Cc1nc2ccc(C(=O)N3CCCC(CO)(Cc4ccc(F)cc4F)C3)cc2nc1C (stereo unspecified) | -17% | -0.2% | -30% | 1.2 | 67 | i | 14 | -0.2% | 1.6% | 7% | -30%
CC(Oc1ccc(C(=O)c2ccccc2)cc1)C(=O)Nc1ccc(S(N)(=O)=O)cc1 (stereo unspecified) | -6% | 0.3% | -45% | 1.6 | 48 | i | 33 | -0.3% | 6.5% | -2% | 6%
CC/C(=C/c1sc2ccccc2[n+]1CC)SC | 4% | 2.5% | 12% | 2.6 | 66 | i | 52 | 0.2% | 1.2% | -27% | 14%
CC(C)(C)NC(=O)C(c1cccs1)N(Cc1ccc(F)cc1)C(=O)c1csnn1 (stereo unspecified) | 2% | -1.1% | -7% | 0.0 | 63 | i | 49 | -0.3% | -0.5% | 0% | -4%
CCCCN(C(=O)CN1CC(C)OC(C)C1)c1c(N)n(CC(C)C)c(=O)[nH]c1=O (stereo unspecified) | -3% | 0.2% | 16% | 3.6 | 43 | i | 49 | 0.5% | 3.5% | 1% | -4%
CC1(C(=O)CSc2nc3ccccc3[nH]2)CCC(=O)O1 (stereo unspecified) | 4% | 0.3% | 22% | 0.3 | 48 | i | 44 | -0.1% | -3.2% | -3% | 6%
COc1cc(C(=O)N2CCN(c3ccccn3)CC2)cc(OC)c1OC | -14% | -0.2% | -38%[20 µM] | 0.9 | 63 | i | 59 | -0.2% | 3.3% | -3% | 4%
COc1ccc(/C=C/C2=CC(C)(C)NC(=S)N2)cc1OC | -12% | -0.6% | -10% | 6.7 | 84 | i | 54 | -0.4% | -3.4% | 3% | -10%
CCOc1cc2c(cc1OCC)C(c1ccc(OC)c(OC)c1)N(c1ccc(C(=O)O)cc1)C(=O)C2 (stereo unspecified) | 8% | 1.8% | 16% | 0.0 | 45 | i | 48 | 0.0% | -5.3% | 6% | 17%
Oc1oc(-c2ccccc2)nc1/C=N/c1ccccn1 | -4% | 0.3% | -26%[20 µM] | -2.8 | 90 | i | 34 | -0.1% | nt | 4% | -1%
